Bioassay records deposited in PubChem by several laboratories.
CHT allo act = allosterically activates the human high affinity choline transporter | Q9GZV3 | CHT-expressing cells, membrane potential dye, choline EC20; hits give high values; LV-AA mutant CHT in HEK293 cells | B-score at 10 µM | 0.49% of 310,000 active | AID 488977;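 active = initial fluorescence not abnormally high and integrated response B-score, plate-corrected, over 3 SD above library mean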
Target sequence (Q9GZV3 whole entry, looked up): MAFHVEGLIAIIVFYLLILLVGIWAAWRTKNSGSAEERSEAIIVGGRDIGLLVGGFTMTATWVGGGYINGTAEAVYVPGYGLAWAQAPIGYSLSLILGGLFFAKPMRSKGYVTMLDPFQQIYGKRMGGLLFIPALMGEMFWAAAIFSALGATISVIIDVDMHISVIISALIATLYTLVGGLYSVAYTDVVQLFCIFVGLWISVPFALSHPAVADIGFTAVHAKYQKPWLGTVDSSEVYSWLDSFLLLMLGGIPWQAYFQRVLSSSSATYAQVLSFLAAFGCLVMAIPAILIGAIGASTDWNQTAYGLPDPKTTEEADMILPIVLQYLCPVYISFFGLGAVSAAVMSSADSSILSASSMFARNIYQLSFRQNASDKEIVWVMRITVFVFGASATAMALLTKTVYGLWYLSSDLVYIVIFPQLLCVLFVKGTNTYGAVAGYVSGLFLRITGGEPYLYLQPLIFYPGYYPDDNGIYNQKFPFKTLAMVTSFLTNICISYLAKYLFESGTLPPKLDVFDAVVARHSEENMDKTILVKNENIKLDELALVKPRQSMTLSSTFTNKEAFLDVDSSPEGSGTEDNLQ
OX1R antag-1 = human HCRTR1 antagonism; AID 434989; CHO/OX1R cells, Fluo-8 calcium fluorescence, orexin A; O43613; inhibition, % at 5 µM; 0.43% of 330,000 active;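 active = inhibition above its plate's threshold, mean inhibition of all tested compounds on the plate plus 3 SD, cut at about 37% in these data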;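 also: 0% = orexin A challenge wells and 100% = SB-334867-A antagonist wells; not every result past the cut was called active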
Target sequence (O43613 whole entry, looked up): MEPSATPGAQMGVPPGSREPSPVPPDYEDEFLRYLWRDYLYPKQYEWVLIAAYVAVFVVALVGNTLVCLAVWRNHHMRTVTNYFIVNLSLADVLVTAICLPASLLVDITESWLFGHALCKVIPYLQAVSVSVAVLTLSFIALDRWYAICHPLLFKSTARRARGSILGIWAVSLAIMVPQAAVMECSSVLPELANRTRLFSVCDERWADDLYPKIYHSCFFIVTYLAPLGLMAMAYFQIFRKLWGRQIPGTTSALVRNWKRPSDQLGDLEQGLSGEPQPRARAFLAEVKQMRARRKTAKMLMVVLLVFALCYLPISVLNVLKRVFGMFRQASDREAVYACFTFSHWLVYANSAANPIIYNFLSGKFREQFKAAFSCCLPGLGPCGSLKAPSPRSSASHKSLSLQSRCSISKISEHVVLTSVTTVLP
OX1R antag-2 = antagonists of human orexin 1 receptor (OX1R). AID 485270. O43613. 1.8% of 330,000 active. inhibition, % at 6.6 µM. OX1R-expressing cells, FRET antagonist read-out; in the data active = inhibition mostly above about 38%, no sharp cut-off; inactive = mostly below about 40%;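 also: 0% = agonist challenge alone and 100% = reference antagonist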
Starred values were filed as active, the others as inactive; i = inactive; . = no result given.

SMILES	CHT allo act	OX1R antag-1	OX1R antag-2
CSc1ccc(CN2CCC(n3nccc3NC(=O)CCCc3ccccc3)CC2)cc1	i	-27	-5
O=C(Cc1cc(=O)[nH][nH]1)N/N=C/c1c(F)cccc1Cl	i	5	11
Nc1cc(C(=O)OCC(=O)NNC(=O)c2ccccc2)ccc1Cl	i	-5	15
CCCCNC(=O)c1cc2c(=O)n3cccc(C)c3nc2n(Cc2ccncc2)c1=N	i	-22	41*
CCN1C(=O)C(c2ccc(O)cc2)(c2ccc(O)cc2)c2ccccc21	i	-1	18
COc1ccccc1NC(=O)N(CCCN1CCOCC1)Cc1cc2cc3c(cc2[nH]c1=O)OCO3	i	2	17
Cc1ccc(NC(=O)c2c(C)nc(Nc3nc4ccccc4o3)nc2C)cc1	i	-20	-3
O=C(CN1CCN(S(=O)(=O)c2ccccc2)CC1)NC(=O)NC1CCCCC1	i	-15	17
O=C(Cn1c(=O)oc2ccccc21)Nc1nc(-c2ccc(Br)cc2)cs1	i	-20	1
CCOC(=O)C1(CC)NC(c2ccc(OC)c(OC)c2)C2C(=O)N(c3cccc(C(C)=O)c3)C(=O)C21 (stereo unspecified)	i	-24	-10
S=c1[nH]nc(Nc2cccc3ccccc23)s1	i	1	10
CC(NCc1cccc(OCc2ccccc2)c1)C(O)c1ccccc1 (stereo unspecified)	i	-29	6
CCOC(=O)C1CCN(C(=O)C2(NC(=O)Nc3ccc(F)cc3F)CCCCC2)CC1	i	-4	7
O=C1Nc2ccccc2N=C(c2ccccc2)c2ccccc21	i	-17	2
CN(CC(=O)Nc1ccccc1Br)C(=O)c1ccc(COc2ccccc2)cc1	i	-26	3
CN1CCN(c2ccc(S(=O)(=O)N3CCCCC3)cc2NC(=O)c2ccc(F)cc2F)CC1	i	-19	14
CCN(CC)CCNC(=O)c1ccc2c(c1NCCO)C(=O)c1ccccc1C2=O	i	-20	89*
CC1=CC(C)(C)N(C(=O)CCl)c2cc(C)ccc21	i	-24	12
CC(C)NCC(O)COc1ccc(CC(N)=O)cc1 (stereo unspecified)	i	-6	17
COc1ccc(CC(=O)OCC(=O)Nc2ccc(Cl)cc2C)cc1	.	-11	12
Cc1cc(C)c(S(=O)(=O)Nc2ncn[nH]2)cc1C	i	-10	10
CC(=O)Nc1ccc2nc(NC(=O)CCc3ccccc3)sc2c1	i	-14	24
COc1ccc(-n2nnnc2SC(C)C(=O)NCC(=O)Nc2ccc(F)c(F)c2F)cc1 (stereo unspecified)	i	-18	11
CCn1c(SCc2nc3ccccc3c(=O)[nH]2)nnc1-c1cccnc1	i	-3	-3
CCO/C=N/Nc1nc(C(F)(F)F)nc2c1cnn2Cc1ccccc1	i	-22	-3
CC(=O)c1c(C)[nH]c(C(=O)Nc2cccc(C(F)(F)F)c2)c1C	i	45*	70*
COC(=O)c1ccc(Cn2nnc3c(=O)[nH]c(C4CCCN(S(=O)(=O)c5ccccc5Cl)C4)nc32)cc1 (stereo unspecified)	i	-28	6
COc1ccc(NC(=O)NCCN2C(=O)C3C4C=CC(C4)C3C2=O)cc1 (stereo unspecified)	i	-21	12
COc1cccc(-c2nc(SC)nc3sc(C(=O)NC(C)(C)C)c(N)c23)c1	i	-60	-25
CCc1csc(CCNC(=O)C2CCC(=O)N(Cc3ccccc3F)C2)n1 (stereo unspecified)	i	-21	33
C=CCn1c(SCC(=O)N2CCCC2)nc2cc(C(=O)NCC3CCCO3)ccc2c1=O (stereo unspecified)	i	-10	3
COc1ccc(SC[C@H](Cc2ccccc2)N2CCN(CCc3ccccc3)CCC2=O)cc1	i	-13	38
COc1ccccc1N1CCN(Cc2ccsc2)CC1	i	-18	20
C=CCN=C1N[C@@H](c2ccccc2)C(C(=O)OC)=C(C)N1CC	i	-5	24
COCCNC(=O)c1ccccc1NC(=O)C1COc2ccccc2O1 (stereo unspecified)	i	-19	29
O=C(c1ccccc1)c1cn[nH]c1-c1ccccc1O	i	-3	31
CCOCC(=O)Nc1nnc(Cc2ccc(OC)c(OC)c2)s1	i	-7	15
CC(C)c1ccccc1NC1=CC(=O)CC(C)(C)C1	i	-21	5
CCN(CC)C(=O)N1CCN(S(=O)(=O)c2c(C)cc(C)cc2C)CC1	i	-32	17
O=[N+]([O-])c1ccc2c(c1N1CCCCC1)=NC1(CCCCC1)[N+]=2[O-]	i	-29	77*
COc1ccc(S(=O)(=O)Nc2cc3c4c(c2)CCN4C(=O)CC3)cc1C	i	-31	6
O=c1c2c3nc4ccccc4nc3n(/N=C/c3ccncc3)c2ncn1-c1ccccc1	i	2	9
CCc1ccc(C2C(C#N)=C(N)Oc3n[nH]c(CC(=O)OC)c32)cc1 (stereo unspecified)	i	-13	2
CN1CCN(C2=Cc3ccccc3Sc3cc(F)c(Cl)cc32)CC1	i	-13	8
CCCNC(=O)c1ccc(-c2nc3ccccc3s2)s1	i	9	61*
COc1ccc(OC)c(NC(=O)c2nnn(CCc3ccccc3)c2N)c1	i	-14	16
Cc1cc(C)c(S(=O)(=O)N2CCOCC2)cc1NS(=O)(=O)c1cc(OCC(N)=O)c(C)cc1Cl	i	-18	5
CCOc1ncccc1C(=O)OCC(=O)Nc1ncc(C(F)(F)F)cc1Cl	i	-22	27
CC1Cc2ccccc2N1C(=O)CCn1c(=O)oc2ccccc21 (stereo unspecified)	i	-13	8
Cc1cc(C)nc(NS(=O)(=O)c2ccc(NC(=O)c3snnc3C)cc2)n1	i	-19	5
O=C(O)c1c(-c2ccc(Cl)cc2)cn2ccccc12	i	-10	7
Cc1ccc(S(=O)(=O)NNC(=O)Nc2ccc(Cl)c(Cl)c2)cc1	i	-7	194*
Cc1ccc(C(=O)NCc2ccccc2)cc1Br	i	-10	13
O=C(OCc1nnc(-c2ccccc2)o1)c1ccc(Cl)cc1	i	-17	12
C[C@H](CO)N1C[C@H](C)[C@@H](CN(C)C(=O)Nc2ccc(C(F)(F)F)cc2)Oc2c(NS(=O)(=O)c3cccs3)cccc2C1=O	.	-18	12
COc1ccccc1C(c1nnnn1C(C)(C)C)N1CCCCCC1 (stereo unspecified)	i	-14	18
CC(=O)Oc1ccc(C(=O)Nn2cnnc2)cc1	i	-17	15
COc1ccc(-c2cc(=NC(CC(C)C)C(=O)O)c3cc(C)ccc3o2)cc1 (stereo unspecified)	i	-21	19
Cc1sc2nc(SCc3ccc(C(=O)O)cc3)n(Cc3ccco3)c(=O)c2c1C	6.7*	6	2
COc1ccccc1NC(=O)c1cc(S(=O)(=O)N2CCOCC2)ccc1Cl	i	-32	31

The last 3 records of the part above lead into the next:
SMILES	CHT allo act	OX1R antag-1	OX1R antag-2
COc1ccc(-c2cc(=NC(CC(C)C)C(=O)O)c3cc(C)ccc3o2)cc1 (stereo unspecified)	i	-21	19
Cc1sc2nc(SCc3ccc(C(=O)O)cc3)n(Cc3ccco3)c(=O)c2c1C	6.7*	6	2
COc1ccccc1NC(=O)c1cc(S(=O)(=O)N2CCOCC2)ccc1Cl	i	-32	31
O=C(CCCn1c(=O)[nH]c2cc(Cl)ccc2c1=O)NCCCN1CCCC1	i	-11	9
CCCNC(=O)CN(Cc1ccco1)S(=O)(=O)c1ccc(OCC)cc1	i	-3	-12
Cc1cc(C)nc(/N=C2\NC(=O)CC(C(=O)O)N2c2ccc(Oc3ccccc3)cc2)n1 (stereo unspecified)	i	-5	4
O=C(N/N=C/c1cccc(OC(=O)c2ccccc2Cl)c1)c1cccnc1	i	-16	14
CCCCn1c(N)c(N(CCC(C)C)C(=O)COC(=O)c2ccco2)c(=O)[nH]c1=O	i	-17	18
CC(=O)Nc1ccc2nc(-c3cccnc3)[nH]c2c1	i	-10	8
CCCC1CCC(c2ccc(C(N)=O)cc2)CC1 (stereo unspecified)	i	-7	5
O=C(CCN1C(=O)c2ccccc2C1=O)NC(=S)Nc1ccccc1	i	-24	6
COCCN(CC(=O)Nc1ccccc1C(F)(F)F)C(=O)/C=C/c1ccc2ccccc2n1	.	30	53*
CCN(CC)C(=O)CCc1nnc(CCc2c[nH]c3ccccc23)o1	i	-5	13
COc1cccc(NC(=O)C(=O)NCc2ccncc2)c1	i	-5	12
O=[N+]([O-])c1ccc(-c2cnc[nH]2)cc1	i	3	33
CC(C)CC(NC(=O)OC(C)(C)C)c1cn([C@@H](Cc2cc3ccccc3[nH]2)C(=O)N2CCN(C(=O)OC(C)(C)C)CC2)nn1 (stereo partly specified)	i	-28	2
COC(=O)CCC(=O)NN1C(=O)c2ccccc2C1=O	i	-3	21
COc1ccc(N2CCN(c3oc(COc4ccc(Cl)cc4Cl)nc3C#N)CC2)cc1	9.5*	-13	5
COc1ccc(Cl)cc1NC(=O)CN(C)C(=O)Cc1n[nH]c(=O)c2ccccc12	i	-27	10
CCOC(=O)CNC(=O)CSc1nc2ncc(Br)cc2[nH]1	i	-4	14
COC(=O)COc1ccc(/C=N/NC(=O)CN(c2ccccc2OC)S(=O)(=O)c2ccccc2)cc1	i	-20	13
O=C(Oc1ccc(Cl)c2cccnc12)c1cccc([N+](=O)[O-])c1	i	-3	38
CC(/C=N/NC(=O)c1ccccc1F)c1ccccc1 (stereo unspecified)	i	-5	13

Complete entries, looked up by structure. Values in the order: CHT allo act | OX1R antag-1 | OX1R antag-2
`O=[N+]([O-])c1ccc(-c2cnc[nH]2)cc1` as listed: i | 3 | 33
`COC(=O)CCC(=O)NN1C(=O)c2ccccc2C1=O` as listed: i | -3 | 21
`CCCNC(=O)CN(Cc1ccco1)S(=O)(=O)c1ccc(OCC)cc1` as listed: i | -3 | -12
`CC(/C=N/NC(=O)c1ccccc1F)c1ccccc1` (stereo unspecified) as listed: i | -5 | 13

The listing continues:
SMILES	CHT allo act	OX1R antag-1	OX1R antag-2
COc1ccc(NC(=O)Cn2nnc(C(=O)NCc3ccccc3)c2N)cc1Cl	i	-4	9
CCN(CC)S(=O)(=O)c1ccc2[nH]c(=O)cc(C(=O)NCc3ccccc3)c2c1	i	-14	8
COC(=O)c1cc(NCc2ccccc2F)ccc1N1CCOCC1	i	-15	9
CC1CCN(c2ccc(C(=O)Nc3nnc(C4CC4)s3)cc2[N+](=O)[O-])CC1	i	-19	11
O=C(c1ccccc1Oc1ccccc1)N1CCN(c2ccc(F)cc2)CC1	i	-18	24
COCCCNC(=O)CCn1c(=O)c2ccccc2n(CC(=O)Nc2cc(Cl)ccc2C)c1=O	i	-4	3
CCNc1nc(NCC)nc(N/N=C/c2ccc(OC)cc2)n1	i	-10	4
CCOc1ccc(/C=C/c2c([N+](=O)[O-])c(=O)n(C)c(=O)n2C)cc1	i	-30	13
O=C(CSc1nnnn1-c1ccccc1)NCC1(N2CCOCC2)CCCCC1	.	-24	1
Cc1cc(C)nc(SCc2ccc(C(=O)N/N=C/c3cccc(O)c3O)cc2)n1	i	-20	49
CCn1nc(NC(=O)C2CCCO2)c2cc3cccc(C)c3nc21 (stereo unspecified)	i	-31	11
Cc1ccccc1Cn1nc(C)c(NC(=O)c2sc3ccccc3c2Cl)c1C	i	-15	24
CN(C)c1nc(N)nc(CSc2n[nH]c(-c3ccccc3)n2)n1	i	-22	10
CCCCn1c(N)c(N(Cc2ccccc2OC)C(=O)c2cc(CC)c(C)s2)c(=O)[nH]c1=O	.	-24	-2
CCOc1cc(/C=C(\C#N)C(=O)NCC2CCCO2)ccc1O (stereo unspecified)	i	-5	22
CC(=O)N1CCN(c2ccc(NC(=O)c3ccccc3Cl)cc2)CC1	i	-7	18
COc1ccc(Nc2nc3ccccc3nc2NS(=O)(=O)c2cccs2)cc1	i	-15	16
CC(C)(C)CN1C(=O)C(=O)NC[C@H]1Cc1cccc2ccccc12	i	-13	25
Cn1cc([N+](=O)[O-])c(C(=O)Nc2ccc(-c3nc4ccccc4o3)cc2)n1	i	6	25
NC(=O)c1ccc(NC(=O)c2ccc3c(c2)OCO3)cc1	i	0	-1

Copied from the list:
CCOc1ccc(/C=C/c2c([N+](=O)[O-])c(=O)n(C)c(=O)n2C)cc1 in OX1R antag-2 reads 13
CC(=O)N1CCN(c2ccc(NC(=O)c3ccccc3Cl)cc2)CC1 in OX1R antag-2 reads 18
CCCCn1c(N)c(N(Cc2ccccc2OC)C(=O)c2cc(CC)c(C)s2)c(=O)[nH]c1=O in OX1R antag-1 reads -24
COCCCNC(=O)CCn1c(=O)c2ccccc2n(CC(=O)Nc2cc(Cl)ccc2C)c1=O in OX1R antag-1 reads -4
CCOc1cc(/C=C(\C#N)C(=O)NCC2CCCO2)ccc1O (stereo unspecified) in OX1R antag-1 reads -5

Further compounds follow:
SMILES	CHT allo act	OX1R antag-1	OX1R antag-2
COc1cccc(CNC(=O)COC(=O)C23CC4CC(CC(Cl)(C4)C2)C3)c1	.	-9	0
CCN(CC)CCNC(=O)Cn1cnc2sc(C)c(S(=O)(=O)N3CCN(c4ccccc4OC)CC3)c2c1=O	i	-24	1
CC(C)(C)OC(=O)N1CCC[C@@H]1C(=O)N1CCC(C(=O)O)CC1	i	-16	12
O=C(NCCN1CCOCC1)c1noc2c1CCc1ccccc1-2	i	-13	11
CCc1ccc(NC(=S)Nn2cnnc2)cc1	i	-7	11
CCOc1c(Br)cc(CNCc2cccs2)cc1OC	i	-26	16
COc1cc2[nH]c(=S)n(NC(=O)CC(C)C)c(=O)c2cc1OC	i	-3	16
O=C(c1cccc(Cl)c1)N(Cc1cccs1)C1CCS(=O)(=O)C1 (stereo unspecified)	i	-18	26
Cc1cc2nc(SC(C)C(=O)O)[nH]c2cc1C (stereo unspecified)	i	-12	11
CC(=O)Nc1ccc(NC(=O)c2ccccc2Sc2ccc([N+](=O)[O-])cc2Cl)cc1	i	22	4
CN1c2ccsc2/C(=N/Nc2ccc(F)cc2)CS1(=O)=O	i	-18	15
OCCC1CN(Cc2ccc(F)cc2)CCN1CCc1ccccc1 (stereo unspecified)	i	-33	6
Cc1ccc(C)c(NC(=O)CSc2nnc(CNC(=O)c3ccco3)n2C)c1	i	-25	19
